Compound activity: PubChem, National Center for Advancing Translational Sciences (NCATS)
Rhodamine fluor: qHTS Assay for Spectroscopic Profiling in Rhodamine Spectral Region; 59,000 compounds, 0.05% hits; max dye-equivalent concentration, M; AID 594, 2007; Rhodamine-region fluorescence, 547/598 nm, Tris buffer; hits give high values; in the data active means max dye-equivalent concentration above about 11 nM; inconclusive means between about 1.1 nM and that limit
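Steps: pin-transfer compounds into pH 8.0 Tris (100 mM), hold 15 min at room temperature, image with a 547/598 nm filter pair, and convert intensities to rhodamine-equivalent concentration using a six-point on-plate rhodamine series.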
Casp7 inh: qHTS Assay for Allosteric/Competitive Inhibitors of Caspase-7. AID 889, 2007. recombinant caspase-7, Ac-DEVD-AFC fluorescence rate. 75,000 compounds, 0.02% hits. Potency, µM (series often up to 57.5 µM), without a hit: top-dose activity change, negative = inhibition, most hits filed as inhibitors; active means well fitted inhibition curve with a large enough effect in the main read-out, with a control signal flat, not every such curve was filed as active; inconclusive means small, poorly fitted or top-dose-only effect, or a change in a side signal; further: potency means the concentration at half of the fitted maximal effect; % of control where 0% means no effect
Tau filament bind: qHTS Assay for Tau Filament Binding. Microtubule-associated protein tau (Homo sapiens), P10636. recombinant tau filaments, thioflavin S fluorescence, 15 h; filaments grown with octadecylsulfate alongside compound. Potency, µM (titrated, usually from 57.1 µM), for the others: at the top dose activity change, negative = inhibition. 71,000 compounds, 2% hits. AID 596, 2007;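 further: potency means the concentration at half of the fitted maximal effect; on the % scale 0 is the no-effect control and ±100 the full control effect; actives lower thioflavin S fluorescence by blocking filaments or displacing dye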
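ThS-based fibril read: tau 1 uM final, inducer ODS 30 uM final, 37 C for 15 h, ex 450/em 510 nm.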
ALOX15 inhib: qHTS Assay for Inhibitors of 15-hLO (15-human lipoxygenase). Polyunsaturated fatty acid lipoxygenase ALOX15 (Homo sapiens), P16050. purified 15hLO-1, xylenol orange hydroperoxide absorbance. Potency, µM (titrated, usually from 57.1 µM), for the others: at the top dose activity change, negative = inhibition, actives largely listed as inhibitors. 74,000 compounds, 1.4% hits; further: potency means the concentration at half of the fitted maximal effect; on the % scale 0 is the no-effect control and ±100 the full control effect; nearly all actives have a fitted effect of over 55% in size
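Purified human 15hLO-1 (40 nM) in 25 mM Hepes pH 7.5, 0.01% Triton X-100, preincubated 15 min RT with compound, then 50 uM arachidonic acid for 6 min. Hydroperoxide read by ferrous/xylenol orange, 30 min; 573/405 nm absorbance ratio gave progress.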
Caspase-1 inhib: qHTS Assay for Allosteric/Competitive Inhibitors of Caspase-1; AID 900, 2007; Caspase-1 enzyme, Ac-WEHD-AFC fluorogenic rate; Potency, µM (series often up to 57.5 µM), without a hit: at the top dose activity change, negative = inhibition, most hits filed as inhibitors; 75,000 compounds, 0.03% hits; P29466;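 further: potency means the concentration at half of the fitted maximal effect; plate controls were vehicle for no effect and no substrate for full effect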
BRCT inh red: qHTS Assay for Inhibitors of BRCT-Phosphoprotein Interaction (Red Fluorophore). BRCT-phosphopeptide binding, red fluorescence polarization. Potency, µM (doses to about 76.9 µM), without a hit: top-dose activity change, negative = inhibition, hits mostly inhibitors. AID 892, 2007. 75,000 compounds, 0.03% hits. Breast cancer type 1 susceptibility protein (Homo sapiens), P38398; further: on the % scale 0 is the no-effect control and ±100 the full control effect
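Fluorescence polarization: 100 nM His-tagged BRCA1 BRCT with 100 nM TAMRA-labelled phospho-BACH1 decapeptide, phosphate buffer pH 7.3 with 150 mM NaCl, DTT, 0.01% Tween 20; 12 min RT. Binding inhibition seen as FP decrease.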
BRCT inh green: qHTS Assay for Inhibitors of BRCT-Phosphoprotein Interaction (Green Fluorophore). Breast cancer type 1 susceptibility protein (Homo sapiens), P38398. BRCA1 BRCT-phosphopeptide binding, green fluorescence polarization. Potency, µM (titrated, usually from 76.9 µM), without a hit: at the top dose activity change, negative = inhibition, usual class: inhibitors. 75,000 compounds, 0.05% hits. AID 875, 2007;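 further: potency means the concentration at half of the fitted maximal effect; plate controls were peptide without protein for full effect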
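Compounds were incubated for 12 min at room temperature with a complex of 100 nM fluorescein-tagged pBACH1 decapeptide and 250 nM His-tagged BRCT protein. Buffer was phosphate pH 7.3 with EDTA, DTT and Tween 20. Disruption of binding lowers the polarization signal.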
Pol III holo inh: qHTS Assay for Inhibitors of DNA Polymerase III Holoenzyme System; reconstituted DNA polymerase III holoenzyme replication, biochemical; Potency, µM (highest dose often 57.1 µM), without a hit: at the highest dose activity change, negative = inhibition; 71,000 compounds, 0.25% hits; further: potency means the concentration at half of the fitted maximal effect; on the % scale 0 is the no-effect control and ±100 the full control effect
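Reconstituted *E. coli* holoenzyme (0.35 nM Pol III, 1 nM beta, 154 nM SSB, 2 nM primase) was preincubated with compound for 15 min at RT. Synthesis on 1.4 nM ssM13Gori ran 35 min, then was stopped with PicoGreen/EDTA and read as dsDNA fluorescence.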
USP2a inhib: qHTS Assay for Inhibitors of Ubiquitin-specific Protease USP2a | 60,000 compounds, 0.1% hits | Potency, µM (series often up to 38.3 µM), for inactives: at the highest dose activity change, negative = inhibition, usual class: inhibitors | Ubiquitin carboxyl-terminal hydrolase 2 (Homo sapiens), O75604 | USP2a enzymatic assay, qHTS inhibition;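 further: potency means the concentration at half of the fitted maximal effect; nearly all actives have a fitted effect of over 60% in size; plate controls were DMSO for no effect and NEM full inhibition control for full effect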
Target sequence (O75604 whole entry, looked up): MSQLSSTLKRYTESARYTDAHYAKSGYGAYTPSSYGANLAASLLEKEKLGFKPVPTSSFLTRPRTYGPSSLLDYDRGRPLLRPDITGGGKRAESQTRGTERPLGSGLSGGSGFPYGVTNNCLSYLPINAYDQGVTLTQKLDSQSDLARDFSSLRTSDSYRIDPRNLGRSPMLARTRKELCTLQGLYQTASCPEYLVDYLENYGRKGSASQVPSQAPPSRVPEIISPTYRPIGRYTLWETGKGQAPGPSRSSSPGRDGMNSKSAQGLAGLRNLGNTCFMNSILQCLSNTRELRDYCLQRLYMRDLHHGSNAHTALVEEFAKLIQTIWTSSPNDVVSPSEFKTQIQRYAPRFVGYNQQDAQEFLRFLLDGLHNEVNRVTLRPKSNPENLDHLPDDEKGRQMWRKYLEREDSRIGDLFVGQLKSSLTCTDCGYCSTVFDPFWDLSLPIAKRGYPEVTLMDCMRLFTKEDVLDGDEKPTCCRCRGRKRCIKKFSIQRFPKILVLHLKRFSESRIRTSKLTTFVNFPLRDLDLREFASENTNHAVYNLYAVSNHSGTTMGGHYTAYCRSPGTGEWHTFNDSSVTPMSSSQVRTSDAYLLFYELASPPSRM
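Inhibition is measured in a cell-free coupled assay with 20 nM USP2 core, 20 nM Ub-PLA2 and 20 uM NBD C6-HPC, 2.5 h incubation. Activity normalized to NEM control.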
HEK293 cAMP cs: qHTS Assay for Agonists of the Thyroid Stimulating Hormone Receptor: Activators of Intracellular cAMP Concentrations in Parental HEK 293; AID 938, 2007; 73,000 compounds, 2.5% hits; Potency, µM (doses to about 57.1 µM), without a hit: at the top dose activation, most hits filed as activators; parental HEK293 CNG cAMP sensor, membrane potential fluorescence; further: potency means the concentration at half of the fitted maximal effect; % of control where 0% means no effect; nearly all actives have a fitted effect of over 55% in size
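Parental HEK 293 cells stably expressing a modified CNG channel (no TSHR) report cAMP rise as membrane depolarization. Membrane potential dye with 100 uM RO 20-1724 was loaded for 60 min at room temperature, then compound added for 30 min; fluorescence read at 590 nm.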
HADH2 inhib: qHTS Assay for Inhibitors of HADH2 (Hydroxyacyl-Coenzyme A Dehydrogenase, Type II). 3-hydroxyacyl-CoA dehydrogenase type-2 (Homo sapiens), Q99714. Potency, µM (titrated, usually from 57.1 µM), inactives show at the top dose activity change, negative = inhibition, usual class: inhibitors. 73,000 compounds, 3.4% hits. recombinant HADH2, NADH fluorescence, beta-hydroxybutyryl-CoA; further: potency means the concentration at half of the fitted maximal effect; on the % scale 0 is the no-effect control and ±100 the full control effect; nearly all actives have a fitted effect of over 60% in size; many of its hits are not listed in these tables
Target sequence (Q99714 whole entry, looked up, one chain of several): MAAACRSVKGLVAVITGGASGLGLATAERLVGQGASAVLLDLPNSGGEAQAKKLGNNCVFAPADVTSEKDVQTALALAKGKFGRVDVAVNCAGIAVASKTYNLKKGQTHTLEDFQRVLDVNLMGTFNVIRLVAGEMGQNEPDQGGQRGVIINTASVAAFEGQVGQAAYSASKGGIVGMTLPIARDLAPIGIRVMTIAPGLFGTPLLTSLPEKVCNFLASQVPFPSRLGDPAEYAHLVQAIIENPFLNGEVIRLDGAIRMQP
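Buffer 100 mM Tris-HCl pH 9.0/0.01% Tween-20; HADH2 20 nM; NAD+ 1 mM; beta-hydroxybutyryl-CoA 90 uM (all final). 15 min cpd preincubation, RT.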
* = called active by the depositor; i = inactive; ? = inconclusive; / = no result given; [ ] = another dose, or the depositor's remark. Unless noted, the call rests on the fitted dose curve; in most records, active means well fitted curve in the direction sought with a large enough effect; inconclusive means small, poorly fitted or top-dose-only effect, or another doubt; inactive means no such curve, though single readings can be large; an effect the other way counts as inactive or inconclusive. An excerpt (hit frequency here may not be typical).

SMILES	Rhodamine fluor	Casp7 inh	Tau filament bind	ALOX15 inhib	Caspase-1 inhib	BRCT inh red	BRCT inh green	Pol III holo inh	USP2a inhib	HEK293 cAMP cs	HADH2 inhib
CCOc1ccccc1NC(=O)C1CCN(S(=O)(=O)c2c(C)nn(C)c2C)CC1	/	2%	-1%	2%	-5%	1.4%	-0.3%	-1%	/	-2%	9%
COc1ccc(Cl)cc1NC(=O)N1CCN(CCc2ccccc2)CC1	i	-3%	0%	-6%	-1%	1.1%	1.8%	-4%	14%	7%	2%
CS(=O)(=O)Nc1ccc(C(=O)NCc2ccccn2)cc1	i	1%	-4%	12%	0%	1.7%	-2.5%	0%	0%	4%	-6%
CN(Cc1ccco1)c1cc(-c2cccc(NS(C)(=O)=O)c2)ncn1	i	-14%	-2%	-27%	-8%	-3.5%	-0.6%	-7%	40%[activator]	15%	-21%
COc1ccc(N(CC(=O)Nc2ccc3c(c2)OCCO3)S(=O)(=O)c2c(C)nn(C)c2C)cc1	/	-5%	-3%	2%	2%	-0.1%	-1.7%	-4%	/	-10%	3%
COc1ccc(N(C)S(=O)(=O)c2c(C)[nH]c(=O)[nH]c2=O)cc1	i	1%	11%	7%	1%	-0.4%	-1.3%	3%	-6%	0%	-2%
Cn1c(O)c(C=NCCCCCC(=O)O)c(=O)n(C)c1=O	/	0%	12%	1%	-2%	-0.1%	1.1%	-5%	-10%	5%	-7%
Cc1cc(N=Cc2cc(Cl)ccc2O)no1	/	?	-10%	-3%	?	0.3%	3.3%	-2%	0%	-9%	-4%
CCOC(=O)c1c(C)c(C(=O)Nc2ccccc2)c(C)n1CC	i	0%	22%	11%	-1%	0.9%	-2.0%	-2%	8%	?	-9%
Cn1c(N2CCC(C(N)=O)CC2)nc2c1c(=O)n(Cc1cccc(Br)c1)c(=O)n2C	i	0%	-6%	-5%	-1%	0.3%	-0.3%	3%	8%	-7%	2%

Filtered by structure, those above with four or more nitrogen atoms (4)
SMILES	Rhodamine fluor	Casp7 inh	Tau filament bind	ALOX15 inhib	Caspase-1 inhib	BRCT inh red	BRCT inh green	Pol III holo inh	USP2a inhib	HEK293 cAMP cs	HADH2 inhib
CCOc1ccccc1NC(=O)C1CCN(S(=O)(=O)c2c(C)nn(C)c2C)CC1	/	2%	-1%	2%	-5%	1.4%	-0.3%	-1%	/	-2%	9%
CN(Cc1ccco1)c1cc(-c2cccc(NS(C)(=O)=O)c2)ncn1	i	-14%	-2%	-27%	-8%	-3.5%	-0.6%	-7%	40%[activator]	15%	-21%
COc1ccc(N(CC(=O)Nc2ccc3c(c2)OCCO3)S(=O)(=O)c2c(C)nn(C)c2C)cc1	/	-5%	-3%	2%	2%	-0.1%	-1.7%	-4%	/	-10%	3%
Cn1c(N2CCC(C(N)=O)CC2)nc2c1c(=O)n(Cc1cccc(Br)c1)c(=O)n2C	i	0%	-6%	-5%	-1%	0.3%	-0.3%	3%	8%	-7%	2%

Carrying on.
SMILES	Rhodamine fluor	Casp7 inh	Tau filament bind	ALOX15 inhib	Caspase-1 inhib	BRCT inh red	BRCT inh green	Pol III holo inh	USP2a inhib	HEK293 cAMP cs	HADH2 inhib
Cc1ccc(S(=O)(=O)N(C)CC(=O)N2CCN(C(=O)c3ccco3)CC2)cc1	i	-1%	-1%	-6%	-2%	-1.5%	-2.5%	-5%	-1%	-10%	28%
Cc1ccccc1NC(=O)c1ccccc1	i	1%	0%	3%	0%	-1.9%	-0.3%	-1%	-1%	1%	-21%
CCn1c(=O)c2c3c(sc2n(C)c1=O)CCC3	i	-1%	0%	-2%	0%	1.2%	-1.7%	3%	4%	7%	1%
CCOC(=O)N1CCN(CC(=O)Nc2ccc(OC)cc2)CC1	i	1%	-3%	11%	3%	-0.3%	-1.2%	-2%	-4%	2%	12%
C1CCc2c(nnc3c2-c2nonc2CC3)C1	i	2%	15%	3%	0%	-0.8%	-2.0%	-2%	-9%	3%	5%
COC(=O)C1=C(C)N(Cc2ccco2)C(=O)C1	i	-1%	28%	-17%	-4%	0.3%	1.8%	-1%	8%	22%	?
OCCNc1ncnc2c1ncn2[C@@H]1O[C@@H](CO)[C@H](O)[C@@H]1O	i	0%[11.5 µM]	-4%[11.4 µM]	0%[11.4 µM]	-1%[11.5 µM]	-1.8%[15.4 µM]	0.1%[15.4 µM]	8%[11.4 µM]	/	-9%[11.4 µM]	2%[11.4 µM]
COC(=O)CC1Oc2ccccc2N(Cc2ccccc2)C1=O (stereo not drawn)	/	-1%	-9%	-3%	-4%	0.6%	-0.9%	0%	/	-57%[inhibitor]	-2%
O=C(c1cccc(F)c1)N1CCC2(CC1)CCN(c1ccncc1)CC2	i	-2%	27%	3%	-1%	-0.2%	-2.9%	-6%	22%	4µM*	-2%
O=C(Cn1c(=O)oc2ccccc21)Nc1ccc(S(=O)(=O)N2CCCCC2)cc1	i	-6%	i	1%	2%	0.1%	-1.2%	0%	-7%	9%	7%
CCCCn1c(SCC(=O)c2ccc3c(c2)OCCO3)nnc1-c1ccco1	i	0%	34%	1%	1%	-0.2%	0.7%	-2%	/	?	16%
CCCOc1ccc(C(=O)NCc2cccnc2)cc1	i	8%	-4%	1%	1%	0.0%	0.9%	-8%	-4%	?	8%
CCC12CN3CC(CC)(CN(C1)C3c1ccc(OC(C)C)cc1)C2=O (stereo not drawn)	i	-2%	8%	2%	1%	1.8%	-2.8%	-6%	0%	15%	-1%
CC(=O)c1cccc(NC(=O)c2cc(C)no2)c1	/	-1%	-7%	8%	0%	0.0%	0.6%	0%	/	17%	-3%
CN(C)C(=O)c1ccc(-c2cc(Nc3ccccc3)ncn2)cc1	i	-4%	1%	-4%	-3%	0.0%	-2.1%	-7%	20%	20%	13%
CN(C)CCO[C@@H](c1ccc(Cl)cc1)c1ccccn1	i	1%[25.7 µM]	5%[25.6 µM]	23%[25.6 µM]	0%[25.7 µM]	-0.1%[34.4 µM]	-2.0%[34.4 µM]	-8%[25.6 µM]	9%[17.1 µM]	11%[25.6 µM]	11%[25.6 µM]
Clc1ss/c(=N\c2ccccn2)c1Cl	i	-7%	-24%	-8%	0%	-0.5%	-1.8%	-8%	5%	2%	?
CCS(=O)(=O)N1CCC(C(=O)OCC(=O)c2ccc(Br)cc2)CC1	i	2%	10%	7%	-5%	0.4%	0.1%	0%	-2%	6%	-3%
CNC(=O)[C@@H]1O[C@@H](n2cnc3c(NCc4ccc(N)cc4)ncnc32)[C@@H](O)[C@H]1O	i	1%	-5%	6%	2%	1.1%	-3.0%	5%	-4%	?	-11%
CCCCNC(=O)CSc1nccn1Cc1ccccc1	/	1%	-11%	14%	-2%	0.7%	-0.9%	-4%	0%	17%	13%
CC(C)NCC(O)COc1ccc(COCCOC(C)C)cc1 (stereo not drawn)	/	0%	/	-13%	2%	0.9%	-1.0%	/	-2%	/	7%
COc1ccc(NC(=O)NCCCN2CCCCC2C)cc1 (stereo not drawn)	i	1%	-10%	-20%	-2%	-0.2%	-3.9%	-4%	5%	1%	8%
O=C(Cc1cccs1)N(c1ccc(Cl)cc1)C1C=CS(=O)(=O)C1 (stereo not drawn)	i	0%	-6%	-1%	0%	0.0%	-1.9%	-2%	-8%	14%	3%
CC1=CC(=O)C2C(C)(C)CCC[C@@]2(C)[C@@]1(O)CCc1ccoc1 (stereo partly drawn)	/	-2%	/	-16%	-4%	-0.6%	-1.0%	/	44%[activator]	/	/
